Screening results as filed in PubChem.
Rv3671c inh – Rv3671c serine protease inhibitors, primary screen, biochemical, fluorescence polarization, M. tuberculosis H37Rv. inhibition, % at 5.96 µM. AID 2606, 2010. 320,000 tested, 0.048% active; in the data active = inhibition above about 38%;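 also: extracellular domain of Rv3671c used as enzyme; 0% = enzyme with DMSO and 100% = no enzyme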
PfHsp40 yeast – rescue of yeast from PfHsp40 toxicity, primary screen, S. cerevisiae, ATP luminescence. S. cerevisiae expressing PfHsp40, growth rescue. growth rescue, % at 12.5 µM. 340,000 tested, 0.68% active. AID 504582, 2011; in the data active = growth rescue above about 28%, passing the limit was not always enough;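 also: yeast W303a lacking pdr1 and pdr3 grown in galactose medium; growth measured after three days at 30 °C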
3CLpro inhibitor – SARS-CoV 3CLpro protease inhibitors, primary screen, biochemical, quenched FRET; inhibition, % at 6 µM; Replicase polyprotein 1ab (Severe acute respiratory syndrome coronavirus), P0C6X7; 290,000 tested, 0.14% active; recombinant SARS-CoV 3CLpro, quenched FRET peptide cleavage; in the data active = inhibition above about 12%
MazF activator – activators of E. coli MazEF toxin-antitoxin RNase, primary screen, biochemical, fluorescence, uHTS | Endoribonuclease toxin MazF (Escherichia coli (strain K12)), P0AE70 | FAM/BHQ RNA-DNA oligo cleavage fluorescence, 5 h | activation, % at 20 µM | 350,000 tested, 0.32% active; in the data active = activation above about 50%
Target sequence (P0AE70 whole entry, looked up): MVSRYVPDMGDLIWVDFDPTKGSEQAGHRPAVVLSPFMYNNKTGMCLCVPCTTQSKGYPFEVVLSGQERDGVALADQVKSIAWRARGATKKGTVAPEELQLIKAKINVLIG
VHR inh abs – VHR1 phosphatase inhibitors, primary screen, biochemical, absorbance, uHTS. Dual specificity protein phosphatase 3 (Homo sapiens), P51452. recombinant VHR phosphatase, pNPP absorbance. inhibition, % at 13.3 µM. 290,000 tested, 0.52% active; in the data active = inhibition above about 50%; also: some compounds called inactive have numbers as strong as hits
Target sequence (P51452 whole entry, looked up): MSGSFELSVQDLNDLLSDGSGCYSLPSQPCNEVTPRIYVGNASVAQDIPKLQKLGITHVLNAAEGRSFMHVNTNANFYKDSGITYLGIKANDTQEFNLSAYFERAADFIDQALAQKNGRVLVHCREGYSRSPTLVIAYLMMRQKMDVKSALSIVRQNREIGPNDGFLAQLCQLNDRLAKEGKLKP
Anthrax LF inh2 – Bacillus anthracis LF protease inhibitors, primary screen, biochemical, multiplex microsphere, MLPCN library; Lethal factor (Bacillus anthracis), P15917; multiplex microsphere protease cleavage assay; inhibition, % at 10 µM; 360,000 tested, 0.12% active; AID 588501, 2011; in the data active = inhibition above about 30%; also: plate controls were buffer without enzyme for full effect and enzyme alone for no effect
Target sequence (P15917 whole entry, looked up): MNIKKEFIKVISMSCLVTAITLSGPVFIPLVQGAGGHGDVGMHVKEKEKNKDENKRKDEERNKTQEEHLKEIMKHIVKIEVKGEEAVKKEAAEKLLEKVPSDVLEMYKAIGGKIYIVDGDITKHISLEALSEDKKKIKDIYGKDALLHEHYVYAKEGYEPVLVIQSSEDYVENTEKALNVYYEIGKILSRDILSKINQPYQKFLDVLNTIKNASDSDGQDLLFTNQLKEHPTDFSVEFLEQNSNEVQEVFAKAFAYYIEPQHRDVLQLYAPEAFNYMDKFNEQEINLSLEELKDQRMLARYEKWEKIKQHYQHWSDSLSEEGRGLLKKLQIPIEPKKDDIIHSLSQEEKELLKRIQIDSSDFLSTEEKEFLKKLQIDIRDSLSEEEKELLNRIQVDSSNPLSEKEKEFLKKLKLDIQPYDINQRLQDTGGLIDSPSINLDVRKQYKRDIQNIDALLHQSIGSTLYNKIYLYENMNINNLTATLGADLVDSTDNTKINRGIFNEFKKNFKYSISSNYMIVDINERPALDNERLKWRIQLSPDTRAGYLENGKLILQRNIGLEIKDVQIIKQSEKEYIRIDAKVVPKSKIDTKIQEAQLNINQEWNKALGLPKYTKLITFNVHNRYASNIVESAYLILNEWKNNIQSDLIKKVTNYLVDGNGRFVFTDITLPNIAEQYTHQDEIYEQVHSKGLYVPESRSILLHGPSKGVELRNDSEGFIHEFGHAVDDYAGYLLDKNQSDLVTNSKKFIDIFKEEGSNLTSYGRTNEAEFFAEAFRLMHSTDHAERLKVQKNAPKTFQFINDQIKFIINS
TcdB GH inh – TcdB glycohydrolase inhibitors, primary screen, biochemical, single point, plate reader | inhibition, % at 9.99 µM | AID 652162, 2013 | 350,000 tested, 0.24% active | Toxin B (Clostridioides difficile), P18177 | TcdB glycohydrolase enzymatic assay; in the data active = inhibition above about 10%
Vc quorum ag – inducers of Vibrio cholerae quorum light production without autoinducers, primary screen, BH1578 luxS cqsA deficient, single point | V. cholerae BH1578 lux reporter, luminescence, 6 h | activation, % at 18.7 µM | 350,000 tested, 0.16% active | AID 588436, 2011; in the data active = activation mostly above about 9.7%, no sharp cut-off; also: not every result past the cut was called active; inactives centre near 0; reference of the scale not given here
SSB-PriA inh – inhibitors of Klebsiella pneumoniae PriA binding to SSB C-terminal tail, primary screen, biochemical, AlphaScreen; PriA–SSB C-terminal tail interaction (Klebsiella pneumoniae); AlphaScreen SSBct-PriA binding, biotinylated peptide; 430,000 tested, 0.6% active; inhibition, % at 33 µM; in the data active = inhibition mostly above about 37%, no sharp cut-off; inactive = mostly below about 20%;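 also: plate controls were negative control peptide for no effect and reference peptide for full effect; strong numbers were not always called active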
Yp Topo-I inh – Yersinia pestis topoisomerase I inhibitors, primary screen, biochemical, cleavage product accumulation, plate reader, single point | DNA topoisomerase I (Yersinia pestis CO92) | Y. pestis Topo-I cleavage product accumulation | activity, % at 10 µM | 360,000 tested, 0.064% active | AID 504884, 2011; in the data active = activity above about 50%, passing the limit was not always enough; also: inactives centre near 2
Active calls of the source: *; i = inactive; · = not tested or not shown; ! = not confirmed by another sample.

SMILES	Rv3671c inh	PfHsp40 yeast	3CLpro inhibitor	MazF activator	VHR inh abs	Anthrax LF inh2	TcdB GH inh	Vc quorum ag	SSB-PriA inh	Yp Topo-I inh
Cc1ccc(C(=O)NCc2ccc3c(c2)OCO3)cc1Cl	-2	5.7	1	4	9	-2	0.0	i	-29	4
Cc1nnsc1C(=O)NC1CCCc2c1cnn2-c1ccc(C(C)(C)C)cc1 (centres undefined)	-5	16	9	-1	8	-4	1.2	i	-12	39
CC1NC(=O)COC1c1ccccc1 (centres undefined)	·	·	·	3	·	0	0.3	i	·	4
Cn1c(=O)cc(OCCCC(=O)N2CCN(Cc3ccc4c(c3)OCO4)CC2)c2ccccc21	8	0.7	-5	-6	18	3	·	·	-5	8
Cc1cc(C)cc(NS(=O)(=O)c2c(C(=O)N3CCCCCC3)c(C)n(C)c2C)c1	-7	1.4	-3	4	11	2	0.2	-0.7	-4	6
CC(=O)Nc1ccc(N/C=C/C(=O)c2ccccc2)cc1	8	-1.3	-2	-8	5	1	0.5	0.7	7	-1
COc1cccc(CNc2ccc3c(c2)nc(C)n3C)c1OC	1	0.4	2	12	20	1	1.7	-0.3	-12	2
COc1ccc(NC(=O)Cn2c(=O)n(CC(=O)NCc3ccco3)c(=O)c3ccccc32)cc1OC	0	-0.7	2	2	30	5	·	0.3	-9	0
CC(C)CNC(=O)CCCSc1nc2ccccc2[nH]1	-5	4.8	0	3	-6	4	1.6	0.5	-9	0
CC(=O)NC(=S)Nc1ccc([N+](=O)[O-])cc1C	-4	0.5	-2	4	21	0	-0.9	0.7	-1	-2
Cc1cc(C)nc(NC(=O)c2ccc(Cl)c(Cl)c2)n1	7	-1.6	-5	-3	-1	1	·	-0.3	-15	3
Cc1ccc(S(=O)(=O)NCC(=O)OC(C)C(=O)Nc2ncc(Cl)cc2Cl)cc1 (centres undefined)	-8	0.1	0	2	5	-1	·	-3.7	-17	4
O=C(COC(=O)c1c[nH]c(=O)[nH]c1=O)Nc1ccccc1	1	-1.1	3	13	38	0	1.1	1.1	-7	0
CCCc1cc2c(cc1NC(=O)Cc1ccccc1)OCO2	·	-1.6	·	10	·	1	0.0	-1.0	-7	9
CCCNC(=O)Cc1c(C)oc2ccccc12	5	0.1	0	2	-16	-1	0.1	i	0	2
Cc1c2c(nc3ccccc13)OCC2	·	0.1	4	-1	32	-4	0.6	2.9	-3	2
O=S(=O)(Nc1cccc(S(=O)(=O)N2CCCC2)c1)c1ccccc1F	12	-2.0	·	-3	·	6	-3.5	-3.4	-2	-6
O=C(O)CCc1ccc(-c2cccs2)n1NC(=O)c1ccc(O)cc1	3	-0.9	4	0	3	-6	-0.7	i	4	-8
O=C(Cc1cc(=O)[nH][nH]1)N/N=C/c1ccccc1Cl	-40	·	1	-7	21	·	1.1	·	·	·
CCOC(=O)[C@H]1[C@H]2COc3ccccc3[C@@H]2N2C(=O)c3ccccc3NC(=O)[C@@]12C	-8	0.8	·	2	·	-5	1.1	-4.5	-12	1
CC(C)CNC(=O)C(=O)Nc1ccc(N(C)C)cc1	-7	-0.6	-2	0	-3	2	-0.1	0.8	10	3
N#CC(c1cccc(Cl)c1)c1ncc(C(F)(F)F)cc1Cl (centres undefined)	-1	1.7	-2	5	1	-20	·	-0.7	-39	6
CCOc1ccc(N2CC(C(=O)NC3CCSC3=O)CC2=O)cc1 (centres undefined)	-5	0.6	0	4	2	2	0.2	-6.2	-4	6
CN(Cc1cccs1)C(=O)COc1ccc(-c2nnco2)cc1	-4	-0.5	2	4	-11	-15	·	i	-5	-8
c1ccc(CNc2ncnc3nc[nH]c23)cc1	-1	-0.8	-5	5	24	1	0.3	8.3	-8	-2

(further entries)
SMILES	Rv3671c inh	PfHsp40 yeast	3CLpro inhibitor	MazF activator	VHR inh abs	Anthrax LF inh2	TcdB GH inh	Vc quorum ag	SSB-PriA inh	Yp Topo-I inh
O=C(CNS(=O)(=O)c1ccc2ccccc2c1)NCCc1ccccn1	7	0.4	2	-1	-2	-3	0.5	2.7	-4	-1
CCOc1ccc(S(=O)(=O)N2CCCCC2)cc1NC(=O)Cc1cccc(C(F)(F)F)c1	-12	0.7	·	2	·	-1	0.9	-0.3	2	17
Cc1ccc(NC(=O)C(C)OC(=O)c2cc(=O)[nH]c3ccccc23)cc1S(=O)(=O)N1CCOCC1 (centres undefined)	·	-0.7	·	6	·	-4	0.8	-0.5	10	9
CC1(C(=O)CSc2nc3ccccc3[nH]2)CCC(=O)O1 (centres undefined)	-2	2.3	-5	-1	26	-2	·	i	-4	2
Cn1cnnc1SCC(=O)c1ccc2c(c1)CCCC2	-4	1.2	2	-3	19	1	·	-0.4	0	9
O=C(N/N=C(\c1ccccc1)c1cccnc1)c1ccc(O)cc1	4	-0.7	-3	2	6	2	1.7	-0.2	·	6
COc1ccc(S(=O)(=O)N(C)C[C@H]2Oc3ccc(NS(=O)(=O)c4cn(C)cn4)cc3C(=O)N([C@H](C)CO)C[C@@H]2C)cc1	4	-0.3	·	1	·	-2	0.1	1.0	3	12
C/C=C1/CC(C)C(C)(O)C(=O)OCC2CCN3CCC(OC1=O)C23 (centres undefined)	-4	-2.2	0	1	-22	-1	0.2	3.3	0	-3
O=S(=O)(NN=C(c1ccccc1)c1ccccc1)c1ccccc1	·	·	·	-2	·	1	0.4	-10	·	13
COc1ccc(CNc2nc(=S)[nH]c3cc(OC)c(OC)cc23)cc1	-8	0.4	3	15	-12	-12	0.5	i	-7	-5
CC(=O)O[C@H]1C(=O)[C@@]2(C)[C@H]([C@H](OC(=O)c3ccccc3)[C@]3(O)C[C@H](OC(=O)[C@H](O)[C@@H](NC(=O)c4ccccc4)c4ccccc4)C(C)=C1C3(C)C)[C@]1(OC(C)=O)CO[C@@H]1C[C@@H]2O	-17	-0.9	·	7	·	-4	0.2	3.6	-11	31
CNCC(=O)Nc1c(C)n[nH]c1C	-2	1.0	-4	0	21	0	1.4	i	-8	0
CCOc1ccc(-c2nnc3ccc(SC(C)C)nn23)cc1	1	0.8	-2	8	21	-8	1.6	-0.2	-15	6
CCCN1C(=O)CC(Sc2ncccc2C(=O)O)C1=O (centres undefined)	1	-0.8	4	6	-1	2	0.5	-4.8	-9	1
COc1ccccc1CNC(=O)c1ccc(-c2ccccc2)cc1	-12	0.7	1	-1	18	2	1.3	-1.6	-16	20
Cc1nnc(SCc2nc3sc(C(=O)O)c(C)c3c(=O)[nH]2)s1	-2	0.6	2	5	-11	0	0.6	-0.3	-9	-2
O=C(NCc1ccccc1)c1ccccc1C(=O)c1ncc[nH]1	1	-2.5	0	-2	-1	1	-0.2	0.0	-11	8
O=C(NCc1ccc(Cl)c(Cl)c1)c1cc(C2CCCCN2C(=O)OCCF)on1 (centres undefined)	·	·	·	·	·	-2	1.1	-7.7	·	36
COc1ccc(CCn2nnnc2C(CC(C)C)N2CCC(C(N)=O)CC2)cc1OC (centres undefined)	0	15	-1	0	27	0	·	-0.3	-23	-4
O=C(O)c1ccccc1Nc1ccc([N+](=O)[O-])c2nonc12	-4	-0.2	4	-3	6	2	·	-1.2	57*!	-3
O=C1N[C@@H](Cc2cnc[nH]2)C(=O)N2CCC[C@@H]12	1	-1.2	-4	-1	-15	-17	3.2	5.0	-8	3
COc1ccc(S(=O)(=O)NN(C)c2nc(C(F)(F)F)nc3ccccc23)cc1	-20	-0.3	-2	11	16	-1	1.6	-0.5	1	2
CN1CCN(CC(=O)Nc2ccc(Oc3ccccc3)cc2)CC1	-3	-1.4	4	-3	-8	3	·	·	7	1
COC(=O)Cc1c(C)nc2nc(NCc3ccc(Cl)cc3)[nH]n2c1=O	-1	-1.7	2	-4	-14	1	·	i	-5	4
CC(=O)OCC1=C(C(=O)O)N2C(=O)C(NC(=O)c3ccc(F)cc3)C2SC1 (centres undefined)	-4	-0.3	7	4	13	-4	-1.8	-0.6	2	-1
CCCn1c(N)c(C(=O)COC(=O)CCS(=O)(=O)c2ccc(C)cc2)c(=O)[nH]c1=O	3	0.6	3	5	7	-4	-2.1	1.3	-10	19
CCc1ccccc1NC(=O)CN1C(=O)c2ccccc2S1(=O)=O	-8	0.4	2	15	-8	-7	-0.2	i	7	0
O=C(COC(=O)c1ccccc1)Nc1ncc([N+](=O)[O-])s1	14	-2.2	·	-5	·	-6	1.0	i	-7	-20

Some of the entries so far, with each value named:
> COc1ccc(CNc2nc(=S)[nH]c3cc(OC)c(OC)cc23)cc1
  Rv3671c inh: -8
  PfHsp40 yeast: 0.4
  3CLpro inhibitor: 3
  MazF activator: 15
  VHR inh abs: -12
  Anthrax LF inh2: -12
  TcdB GH inh: 0.5
  Vc quorum ag: i
  SSB-PriA inh: -7
  Yp Topo-I inh: -5

> CC(=O)O[C@H]1C(=O)[C@@]2(C)[C@H]([C@H](OC(=O)c3ccccc3)[C@]3(O)C[C@H](OC(=O)[C@H](O)[C@@H](NC(=O)c4ccccc4)c4ccccc4)C(C)=C1C3(C)C)[C@]1(OC(C)=O)CO[C@@H]1C[C@@H]2O
  Rv3671c inh: -17
  PfHsp40 yeast: -0.9
  3CLpro inhibitor: ·
  MazF activator: 7
  VHR inh abs: ·
  Anthrax LF inh2: -4
  TcdB GH inh: 0.2
  Vc quorum ag: 3.6
  SSB-PriA inh: -11
  Yp Topo-I inh: 31

> CNCC(=O)Nc1c(C)n[nH]c1C
  Rv3671c inh: -2
  PfHsp40 yeast: 1.0
  3CLpro inhibitor: -4
  MazF activator: 0
  VHR inh abs: 21
  Anthrax LF inh2: 0
  TcdB GH inh: 1.4
  Vc quorum ag: i
  SSB-PriA inh: -8
  Yp Topo-I inh: 0

> CCOc1ccc(-c2nnc3ccc(SC(C)C)nn23)cc1
  Rv3671c inh: 1
  PfHsp40 yeast: 0.8
  3CLpro inhibitor: -2
  MazF activator: 8
  VHR inh abs: 21
  Anthrax LF inh2: -8
  TcdB GH inh: 1.6
  Vc quorum ag: -0.2
  SSB-PriA inh: -15
  Yp Topo-I inh: 6

Another view of some results above:
Structure: Cc1c2c(nc3ccccc13)OCC2
- Rv3671c inh = ·
- PfHsp40 yeast = 0.1
- 3CLpro inhibitor = 4
- MazF activator = -1
- VHR inh abs = 32
- Anthrax LF inh2 = -4
- TcdB GH inh = 0.6
- Vc quorum ag = 2.9
- SSB-PriA inh = -3
- Yp Topo-I inh = 2
Structure: O=S(=O)(Nc1cccc(S(=O)(=O)N2CCCC2)c1)c1ccccc1F
- Rv3671c inh = 12
- PfHsp40 yeast = -2.0
- 3CLpro inhibitor = ·
- MazF activator = -3
- VHR inh abs = ·
- Anthrax LF inh2 = 6
- TcdB GH inh = -3.5
- Vc quorum ag = -3.4
- SSB-PriA inh = -2
- Yp Topo-I inh = -6
Structure: O=C(O)CCc1ccc(-c2cccs2)n1NC(=O)c1ccc(O)cc1
- Rv3671c inh = 3
- PfHsp40 yeast = -0.9
- 3CLpro inhibitor = 4
- MazF activator = 0
- VHR inh abs = 3
- Anthrax LF inh2 = -6
- TcdB GH inh = -0.7
- Vc quorum ag = i
- SSB-PriA inh = 4
- Yp Topo-I inh = -8
Structure: O=C(Cc1cc(=O)[nH][nH]1)N/N=C/c1ccccc1Cl
- Rv3671c inh = -40
- PfHsp40 yeast = ·
- 3CLpro inhibitor = 1
- MazF activator = -7
- VHR inh abs = 21
- Anthrax LF inh2 = ·
- TcdB GH inh = 1.1
- Vc quorum ag = ·
- SSB-PriA inh = ·
- Yp Topo-I inh = ·

Some of the compounds tested. The share of hits here may be higher or lower than overall.
